# human PMI inhibitors: human PMI inhibitors, high substrate, primary screen, biochemical, fluorescence intensity, high mannose 6-phosphate (AID 1220) | hit rate 0.66% among 190,000 | one-dose inhibition, % at 20 µM; IC50 in µM for titrated hits | recombinant PMI enzyme, coupled fluorescence intensity; higher % means a stronger effect
# ER stress rescue: protection against thapsigargin-triggered cell killing – 384-well, CSM14.1, ATP luminescence, primary screen (AID 1222) | one-dose cellular ATP content (survival), % at 20 µM; EC50 in µM for titrated hits | 190,000 tested, under 10 active | CSM14.1 thapsigargin-induced death rescue, ATP luminescence; higher % means a stronger effect;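 active = EC50 below 50 µM in the dose-response confirmation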;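 also: death triggered by thapsigargin at about 15 µM added after 2 h compound pretreatment; cell ATP read after overnight thapsigargin exposure of roughly 18 to 22 hours; normalized against plate controls of thapsigargin alone and 5% DMSO vehicle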
# TNAP activators: human TNAP enzyme activators, primary screen, biochemical, luminescent, no phosphate acceptor, uHTS (AID 1001); purified TNAP, luminescent activation assay, no phosphate acceptor; higher activation fold means a stronger effect; hit rate 0.03% among 200,000; activation fold at 20 µM, or EC50 in µM where a hit was titrated; in the data active = activation fold from about 3, or a potency from the dose series; inactive = the rest, 99 in 100 with activation fold below about 1.6; also: many of its hits are not listed in these tables
# P. falciparum M1AAP: P. falciparum M1AAP inhibitors, biochemical, fluorogenic H-Leu-NHMec substrate, 1536-well (AID 1445). inhibition, % at 30 µM, or IC50 in µM where a hit was titrated. hit rate 0.42% among 220,000. recombinant M1AAP, H-Leu-NHMec fluorogenic kinetic assay; higher % means a stronger effect;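 active = primary inhibition above the hit cutoff, then over 50% inhibition at one or more dose response concentrations, cut at about 23% in these data, passing the limit was not always enough; inconclusive = conflicting primary data, or primary hits not chosen for dose response; inactive = low primary inhibition, or under 50% at every dose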;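 also: plate controls were DMSO full reaction for no effect and no enzyme background for full effect; strong numbers were not always called active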
# LYP inhibition: PTPN22 lymphoid phosphatase activity blockers – biochemical, fluorescence intensity, uHTS (AID 1779); recombinant LYP phosphatase, fluorescence intensity; higher % means a stronger effect; inhibition, % at 11.5 µM; hits with a dose series show IC50 in µM; hit rate 0.054% among 290,000;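 also: plate controls were vehicle with enzyme for no effect and no enzyme for full effect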
# human PMI inhibition: inhibitors of human PMI, primary screen, biochemical, fluorescence intensity, coupled assay (AID 1209); purified PMI enzyme, coupled fluorescence intensity; higher % means a stronger effect; hit rate 0.42% among 190,000; inhibition, % at 20 µM, or IC50 in µM where a hit was titrated;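 also: plate controls were DMSO vehicle for no effect and wells lacking substrate for full effect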
# XIAP displacement: XIAP antagonists, biochemical, IAP family, fluorescence polarization (AID 1018). XIAP BIR domain, fluorescence polarization peptide displacement; higher % means a stronger effect. displacement, % at 20 µM, or IC50 in µM where a hit was titrated. hit rate 0.007% among 200,000; in the data active = displacement above about 50%; also: a part of the inactive calls stands beside numbers as strong as those of hits
# Myeloid diff 2: compounds promoting myeloid differentiation; ER-HoxA9 myeloid progenitors, lysozyme-GFP differentiation, flow cytometry; calls only at 10 µM; hit rate 1% among 360,000;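 active = normalized GFP-positive differentiation at or above the plate's own cutoff, the solvent-only control mean plus 3 SD; inconclusive = no clear call, values can overlap the other calls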;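 also: cells exposed to compound for four days before flow analysis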
# M17LAP inhibition: P. falciparum M17LAP inhibitors, primary screen, biochemical, fluorogenic H-Leu-NHMec substrate, 1536-well (AID 1619); hit rate 0.38% among 220,000; inhibition, % at 30 µM; hits with a dose series show IC50 in µM; recombinant M17LAP, H-Leu-NHMec fluorogenic kinetic assay; higher % means a stronger effect;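 active = compound inhibiting the enzyme by more than half at any dose during confirmatory dose-response retesting; inconclusive = strong single-dose inhibitors picked by rank but not retested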;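 also: plate controls were full reaction with DMSO carrier for no effect and no enzyme background for full effect; strong numbers were not always called active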
# Myeloid diff 2 GFP+ MAC1+ %: further read-out of Myeloid diff 2, marked with its call; GFP+ MAC1+ double positive, %; measured here: differentiation confirmed by MAC1 staining
# An asterisk follows results filed as active; i = inactive; u = inconclusive; x = not tested or not shown. Rule as the data show it, unless noted: active = inhibition above about 50%; inactive = the rest.
# Values run as follows: human PMI inhibitors	ER stress rescue	TNAP activators	P. falciparum M1AAP	LYP inhibition	human PMI inhibition	XIAP displacement	Myeloid diff 2	Myeloid diff 2 GFP+ MAC1+ %	M17LAP inhibition
> CCOC(=O)c1cc(NC(=O)c2ccc(C)cc2)c(=O)oc1-c1ccccc1
  11%	1.7%	1.1	0%	2%	1%	1.0%	i	2.2	3%
> COc1ccc(-n2ncc3c(NCC(C)C)ncnc32)cc1
  0%	-4.0%	1.1	-3%	-8%	-2%	-2.5%	i	0.5	1%
> CCn1c(=O)cc(OCC(=O)N2CCCC2)c2ccccc21
  7%	-0.9%	1.2	0%	-4%	-1%	-0.1%	i	1.2	29%
> Cc1csc(NC(=O)c2cc3c(s2)CCCC3)n1
  11%	-5.0%	1.1	13%	-11%	12%	-8.1%	i	0.4	6%
> Cc1nc(C(=O)NNC(=O)Nc2ccccc2)cs1
  x	x	x	13%	0%	x	x	i	0.3	24%
> COCCn1cnnc1SCC(=O)Nc1cc(OC)c([N+](=O)[O-])cc1C
  -4%	1.2%	1.1	8%	1%	-1%	-3.7%	i	0.5	4%
> CCN(CC)CCNC(=O)c1ccccn1
  -9%	-1.4%	1.1	-4%	-1%	-3%	-1.8%	i	1.6	-3%
> Cc1cc(/C=N/n2cnnc2)c(O)c([N+](=O)[O-])c1
  2%	-0.5%	0.8	13%	-3%	-21%	-7.8%	i	0.6	16%
> O=C(NCc1ccco1)c1cccc(NC(=O)c2ccccc2)c1
  -2%	x	1.1	8%	-1%	4%	-6.8%	i	0.7	4%
> CCN(CC)C(=O)N1c2ccccc2CC(N(CC)CC)c2ccccc21 (stereo not drawn)
  -19%	-2.4%	1.1	2%	-4%	-14%	3.0%	i	0.9	-10%
> O=[N+]([O-])c1ccc(C2=NN(CCO)C(=Nc3ccc(OC(F)(F)F)cc3)SC2)cc1
  x	x	x	14%	2%	x	x	i	0.6	5%
> O=C1CCC(=O)N1CCc1c[nH]c2ccccc12
  9%	-1.4%	1.1	2%	-5%	6%	-10%	i	0.5	1%
> CCOC(=O)c1nc2nc(-c3cccs3)cc(C(F)(F)F)n2n1
  -21%	-4.0%	1.1	7%	-17%	-23%	-6.4%	i	1.5	-29%
> CC(=O)OCc1nc2ccccc2s1
  -9%	-3.7%	1.1	-2%	-9%	-2%	0.3%	i	11	1%
> COc1ccc(-c2nn(-c3ccccc3)cc2C(=O)Nc2nccs2)cc1
  18%	4.6%	1	16%	-2%	19%	-2.9%	i	1.1	3%
> Cc1ccc2c(c1)C(=O)c1c(C(=O)O)cccc1-2
  -19%	4.4%	1.1	2%	-7%	-22%	-1.8%	i	0.5	-13%
> Cc1ccc(CSc2nc3c(c(=O)[nH]2)CCC3)cc1
  11%	-1.8%	1	2%	0%	17%	-1.4%	i	2.4	-3%
> CC(=O)NC(Cc1ccccc1)C(C)=O (stereo not drawn)
  -5%	-1.5%	1	1%	-5%	-8%	-8.6%	i	0.4	-3%
> CC(C)CCC1(CCNC(C)c2cccs2)CCOC(C)(C)C1 (stereo not drawn)
  x	x	x	1%	-9%	x	x	i	0.5	5%
> O=C(NC1=NCCS1)c1cccc(NC(=O)c2ccco2)c1
  11%	x	1.1	4%	4%	9%	-3.4%	i	1.2	7%
> Cc1ccc(Cn2nc(C)c(NC(=O)c3cc(C)no3)c2C)cc1
  8%	-0.7%	1.1	6%	-10%	0%	-4.8%	i	1.3	-1%
> Cc1ccc(N=C2N=C(N)c3ccccc32)c(C)c1
  13%	-2.2%	1.1	3%	6%	14%	-2.3%	i	0.3	5%
> O=C(Nc1ccc(Cl)cc1)c1ccc(OCC2CCCO2)cc1 (stereo not drawn)
  2%	-0.3%	1	-1%	1%	-8%	-4.7%	i	0.4	6%
> COc1ccc(N2CCN(C(=O)CSc3ncccc3-c3nc4ccccc4[nH]3)CC2)cc1
  6%	-2.0%	1.2	22%	-1%	8%	-9.1%	i	0.6	-31%
> Cc1ccc(/C=N/Nc2nc(N3CCOCC3)nc(N3CCOCC3)n2)o1
  -11%	-0.9%	1.1	-1%	1%	-21%	-5.6%	i	0.5	-5%
> O=C(C[n+]1ccc(CCSc2ccc(F)cc2)cc1)c1ccccc1
  22%	-1.4%	0.9	6%	-12%	14%	-9.5%	i	0.4	20%
> CC(C)(C)c1cc(CN2CCC(O)CC2)cc(C(C)(C)C)c1O
  0%	0.5%	1	-1%	-4%	8%	-3.3%	i	1.0	-9%
> Cc1cc(C)nc(N2CCCC(C(=O)NCCC3=CCCCC3)C2)n1 (stereo not drawn)
  2%	-0.2%	1.1	-1%	-4%	-1%	-2.5%	i	1.8	2%
> CN(C)c1cc2c(c(N(C)C)c1)C(=O)c1ccccc1C2=O
  50%*	-1.8%	0.9	13%	-2%	28%	-3.8%	i	1.2	10%
> S=c1[nH]ncn2c1cc1oc3ccccc3c12
  -28%	0.2%	1.1	6%	-3%	2%	-9.9%	i	1.1	-2%

# (next part)
# Values run as follows: human PMI inhibitors	ER stress rescue	TNAP activators	P. falciparum M1AAP	LYP inhibition	human PMI inhibition	XIAP displacement	Myeloid diff 2	Myeloid diff 2 GFP+ MAC1+ %	M17LAP inhibition
> Cc1ccc(C2CC(=O)Nc3cc4c(cc32)OCO4)o1 (stereo not drawn)
  -1%	-1.7%	1.1	5%	-8%	2%	-4.7%	i	1.1	2%
> C=CCC(NCc1ccco1)c1ccc(OC)cc1 (stereo not drawn)
  -6%	-1.4%	1.1	0%	-4%	0%	-1.0%	i	0.9	-6%
> Cc1ccc(-n2c(C)cc(C)c(C#N)c2=O)cc1C
  -15%	1.1%	1.1	7%	-3%	-10%	-6.1%	i	0.5	12%
> CCCC(CCC(=O)NC1CCCCC1)C(=O)O (stereo not drawn)
  -1%	-1.9%	1.1	-5%	-4%	-1%	-5.2%	i	0.7	0%
> CN(C)C(=O)c1cc(F)ccc1Sc1cc(Cl)ccc1Cl
  9%	2.1%	1.1	0%	-6%	16%	-7.2%	i	0.8	0%
> O=C(NCCN1CCc2ccccc2C1)C1CC(=O)N(C2CCCC2)C1 (stereo not drawn)
  -2%	-0.9%	1.1	12%	-9%	3%	-7.3%	i	2.6	16%
> Cc1ccc(-n2nc(CN3CCOCC3)c(-c3ccccc3)c2N)cc1Cl
  1%	-1.0%	1.1	9%	6%	12%	-3.5%	i	0.5	4%
> CCc1cccc2c1NC(=O)[C@]21[C@@H]2C(=O)N(Cc3ccccc3)C(=O)[C@@H]2[C@@H]2CCCN21
  6%	-2.1%	1	5%	-1%	-7%	-3.9%	i	0.6	-4%
> CCOc1ccc2nc(SC3CC(=O)N(c4ccc(C)cc4)C3=O)sc2c1 (stereo not drawn)
  3%	-1.7%	1.1	-2%	-5%	5%	-3.3%	i	6.5	0%
> COc1ccc2c(c1)C=C(CN1CCC(CO)(CCc3ccccc3)CC1)CO2
  5%	-2.2%	1	7%	-4%	5%	-5.1%	i	0.2	20%
> COc1cccc(CC2(CO)CCN(Cc3ccc(NC(C)=O)cc3)CC2)c1
  16%	-0.6%	1.1	2%	-11%	4%	-5.4%	i	0.0	-4%
> N/C(=N\OC(=O)C12CC3CC(CC(C3)C1)C2)c1ccccc1
  10%	-2.3%	1.1	-2%	-5%	9%	0.1%	i	4.3	-9%
> Cc1cc(C)c(S(=O)(=O)/N=C2/C=C(SCC(=O)O)C(=O)c3ccccc32)cc1C
  -32%	-2.0%	1	u	-5%	-23%	-10%	i	0.7	7%
> CCc1nc2c(sc3nc4c(cc32)COC(C)(C)C4)c(=O)n1Cc1ccccc1
  3%	-2.0%	1.1	8%	5%	5%	-20%	i	1.1	-1%
> CC(=O)Nc1c(O)nc(SCC(=O)Nc2cccc(C)c2)[nH]c1=O
  -38%	-0.6%	1.2	-3%	-4%	1%	-4.8%	i	0.8	9.9µM*
> CC(OC(=O)c1ccc(NS(=O)(=O)c2ccc3[nH]c(=O)[nH]c3c2)cc1)C(=O)Nc1cccc(Cl)c1Cl (stereo not drawn)
  x	x	x	1%	-5%	x	x	i	1.0	5%
> O=C(OCc1nc2ccccc2s1)C1CCN(C2=NS(=O)(=O)c3ccccc32)CC1
  0%	0.8%	1	-3%	-3%	-13%	-2.7%	i	0.5	2%
> COc1ccc(-n2nc(C(C)=O)c(=O)[nH]c2=O)cc1
  1%	-1.8%	1.1	4%	-8%	-1%	-9.0%	i	0.0	5%
> Cn1c(=O)oc2cc(S(=O)(=O)NC(Cc3ccccc3)C(=O)N3CCCCC3)ccc21 (stereo not drawn)
  16%	0.1%	1.1	14%	-9%	5%	-1.2%	i	1.6	-3%
> CCCCCCCc1c(O)nc(SCCN(C)C)[nH]c1=O
  x	x	x	-9%	-7%	x	x	i	0.3	1%
> CCOC(=O)c1ccc2c(c1)nc(COc1ccccc1C#N)n2CC
  6%	-0.7%	1	x	-5%	13%	-5.0%	x	x	x
> Cc1cc(=O)n2ccsc2n1
  -2%	-0.7%	1.1	7%	-2%	7%	-5.9%	i	0.8	0%
> O=[N+]([O-])/C(C=Nc1ccccc1O)=C\Nc1ccccc1O
  x	x	x	11%	-2%	x	x	u	x	14%
> CC(C)N(c1ccccc1)c1ccc(NC(=O)C2CCCO2)cc1 (stereo not drawn)
  15%	0.0%	1	1%	-2%	10%	-2.5%	i	1.2	1%
> Cc1cc(C)c2c(=O)[nH]n(C3CC(C)N(C)CC3C)c2n1 (stereo not drawn)
  19%	-2.1%	1.1	5%	-7%	12%	-5.8%	i	1.0	-36%
> Cc1cc(C)c(C#N)c(SCc2ccccc2[N+](=O)[O-])n1
  8%	-1.9%	1	4%	-4%	16%	-9.5%	i	0.5	4%
> COc1ccc(C(=O)N/C(=C/c2cccnc2)C(=O)N2CCOCC2)cc1OC
  x	x	x	0%	-2%	x	x	i	0.5	-13%
> Nc1nc(NCc2ccco2)nc(NCCO)c1[N+](=O)[O-]
  x	x	x	16%	-2%	x	x	u	x	13%
> O=C1CCCN1CCC1CCN(C2CC(=O)N(c3ccc(Cl)cc3)C2=O)CC1 (stereo not drawn)
  -3%	7.3%	1.1	2%	-3%	6%	-7.5%	i	2.4	0%
> CNc1nc2[nH]c(=O)c3c(c2s1)OC(N)=C(C#N)C3c1ccccc1 (stereo not drawn)
  52%*	1.3%	1.2	4%	-5%	44%	-0.7%	i	0.3	-6%

# Results in P. falciparum M1AAP and LYP inhibition, for 2 of the compounds above:
Compound | P. falciparum M1AAP | LYP inhibition
N/C(=N\OC(=O)C12CC3CC(CC(C3)C1)C2)c1ccccc1 | -2% | -5%
Cc1cc(C)c(S(=O)(=O)/N=C2/C=C(SCC(=O)O)C(=O)c3ccccc32)cc1C | u | -5%

# Screening results as filed in PubChem BioAssay.

# Compounds were not picked by outcome. Share with any hit: about 2.7%.
